p53 reactivation – qHTS assay for re-activators of p53 using a Luc reporter | H1299 p53-A138V BP100-luciferase reporter, luminescence, 24 h | Potency, µM (series often up to 92.2 µM), for inactives: at the top dose activity change, positive = activation, usual class: activators | actives 0.063% (n = 320,000); also: potency is read from the fitted curve at half-maximal effect; % of control where 0% means no effect; nearly all actives have a fitted effect of over 45% in size
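p53-null H1299 cells stably carrying temperature-sensitive p53-A138V and a BP100-luciferase reporter were pinned with compounds (4-point, 1:5 series) and held 24 hrs at 37 deg C. Luminescence was read 10 min after detection reagent.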
TSG101-PTAP inh – qHTS Assay for Iinhibitors of HIV-1 Budding by Blocking the Interaction of PTAP/TSG101. Potency, µM (highest dose often 115 µM), inactives show at the highest dose activity change, negative = inhibition, hits mostly inhibitors. Fluorescence polarization, FITC-PTAP peptide / Tsg101 binding. 340,000 tested, under 10 active. Tumor susceptibility gene 101 protein (Homo sapiens), Q99816. AID 493005, 2010; active = well fitted inhibition curve with a large enough effect in the main read-out, with a control signal flat, not every such curve was filed as active; inconclusive = small, poorly fitted or top-dose-only effect, or effect the other way, or a change in a side signal; inactive = no such curve, though single readings can be large or run the other way; also: potency is read from the fitted curve at half-maximal effect; % of control where 0% means no effect
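Compounds were pin-transferred onto Tsg101 binding domain (10 uM final) in HEPES pH 7.5 buffer, then FITC-PTAP peptide was added at 50 nM final. After 20 min at RT, polarization reported peptide displacement across a qHTS concentration series.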
TRPV1 agonist – HTS Assay for Compounds that Act as Agonists of the Vanilloid Receptor 1 | activation, % at 8.33 µM | Transient receptor potential cation channel subfamily V member 1 (Homo sapiens), Q8NER1 | AID 540275, 2011 | actives 0.19% (n = 320,000) | TRPV1-expressing cells, Fluo-8 calcium influx, agonist mode; in the data active = activation above about 80%; inconclusive = between about 30% and that limit; also: 0% is about no effect
Target sequence (Q8NER1 whole entry, looked up): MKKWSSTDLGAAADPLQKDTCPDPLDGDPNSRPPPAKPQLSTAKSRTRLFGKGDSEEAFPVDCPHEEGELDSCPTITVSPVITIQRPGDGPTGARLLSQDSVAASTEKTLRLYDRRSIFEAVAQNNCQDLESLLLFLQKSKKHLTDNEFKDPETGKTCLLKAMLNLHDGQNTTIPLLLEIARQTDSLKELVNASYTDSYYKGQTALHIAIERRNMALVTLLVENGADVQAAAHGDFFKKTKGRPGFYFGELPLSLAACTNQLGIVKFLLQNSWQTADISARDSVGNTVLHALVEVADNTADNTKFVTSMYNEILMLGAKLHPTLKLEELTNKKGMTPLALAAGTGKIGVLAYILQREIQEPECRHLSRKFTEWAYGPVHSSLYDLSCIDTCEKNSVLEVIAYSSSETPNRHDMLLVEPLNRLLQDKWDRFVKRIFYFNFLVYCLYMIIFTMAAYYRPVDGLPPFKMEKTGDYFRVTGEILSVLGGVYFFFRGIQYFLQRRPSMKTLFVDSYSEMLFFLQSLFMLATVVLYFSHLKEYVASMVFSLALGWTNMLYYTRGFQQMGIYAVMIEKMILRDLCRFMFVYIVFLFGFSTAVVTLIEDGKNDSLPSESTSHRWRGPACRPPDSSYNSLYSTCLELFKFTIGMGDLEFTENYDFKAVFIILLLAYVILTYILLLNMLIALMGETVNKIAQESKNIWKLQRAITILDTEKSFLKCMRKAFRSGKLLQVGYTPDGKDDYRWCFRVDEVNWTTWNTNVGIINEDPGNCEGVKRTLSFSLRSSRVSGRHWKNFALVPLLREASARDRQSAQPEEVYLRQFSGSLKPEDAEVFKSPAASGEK
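Fluo-8 calcium influx in TRPV1-expressing cells, kinetic read (ex 480/em 520 nm). Compound added and read 3 min for agonist activity, followed by capsaicin at EC20 final and 2 min further read for enhancement.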
uPA generation – qHTS for Inhibitors of Cell Surface uPA Generation; Potency, µM (highest dose often 38.3 µM), for the others: at the top dose activity change, negative = inhibition, most hits filed as inhibitors; actives 0.31% (n = 330,000); AID 540303, 2011; cell surface uPA generation assay, qHTS; active = well fitted inhibition curve with a large enough effect; inconclusive = small, poorly fitted or top-dose-only effect; inactive = no such curve, though single readings can be large or run the other way; tested in mouse RAW 264.7 cells; also: potency is read from the fitted curve at half-maximal effect; % is scaled to controls: 0 for no effect and ±100 for the full control effect; nearly all actives have a fitted effect of over 55% in size
Eya2 phos inh – qHTS Assay for Inhibitors of the Phosphatase Activity of Eya2; Protein phosphatase EYA2 (Homo sapiens), O00167; Potency, µM (titrated, usually from 76.9 µM), inactives show at the top dose activity, negative = inhibition, usual class: inhibitors; recombinant Eya2, OMFP fluorescence dephosphorylation (OMFP is methylfluorescein phosphate); actives 0.006% (n = 330,000); also: potency is read from the fitted curve at half-maximal effect; % is scaled to controls: 0 for no effect and ±100 for the full control effect
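Eya2 protein (added as 0.2 uM solution) was preincubated with compound for 10 min at ambient temperature in 50 mM HEPES pH 7.5, 50 mM NaCl, 5 uM MgCl2, 0.05% BSA, 1 mM DTT. OMFP (added at 50 uM) then reacted 10 min; fluorescence read at 485/525 nm.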
Integrin act MD – qHTS for Activators of Integrin-Mediated Alleviation for Muscular Dystrophy; alpha7betagal myoblasts, beta-gal FDG fluorescence, 48 h; actives 0.064% (n = 350,000); Potency, µM (top dose mostly 38.3 µM), for inactives: at the highest dose activation, usual class: activators;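 also: potency is read from the fitted curve at half-maximal effect; 100% = response of the positive control SU9516; nearly all actives have a fitted effect of over 60% in size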
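alpha7betagal+/- myoblasts (passage 13, 250/well) treated 48 h at 37C with compounds at 1:260 dilution of DMSO stock. Lysed, then beta-galactosidase activity read as FDG fluorescence (ex 480/em 540) after 30 min, with pre-read for autofluorescence.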
B2AR arrestin – qHTS assay of beta-arrestin-biased ligands of beta2-adrenergic receptor | Beta-2 adrenergic receptor (Homo sapiens), P07550 | beta-arrestin recruitment to beta2AR, cell-based reporter | Potency, µM (series often up to 46.1 µM), without a hit: at the highest dose activation, actives largely listed as activators | actives 0.02% (n = 330,000) | AID 492947, 2010;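 also: potency is read from the fitted curve at half-maximal effect; 0% = DMSO controls and full agonism = EC100 isoproterenol or metaproterenol; nearly all actives have a fitted effect of over 65% in size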
ELG1 genotoxic – qHTS screen for small molecules that induce genotoxicity in human embryonic kidney (HEK293T) cells expressing luciferase-tagged ELG1; HEK293T ELG1-luciferase reporter, luminescence, 16 h; Potency, µM (top dose mostly 46 µM), for the others: at the highest dose activity change, positive = activation, most hits filed as activators; actives 1.3% (n = 330,000); AID 504466, 2011; also: potency is read from the fitted curve at half-maximal effect; % of control where 0% means no effect; nearly all actives have a fitted effect of over 60% in size
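Cells (2,000/well) expressing the ELG1-luciferase fusion are dosed by pin tool and kept 16 hr at 37 °C, 5% CO2. Signal comes from ONE-Glo luciferase reagent after 30 min at room temperature.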
BRCA1 expr act – qHTS Assay to Identify Small Molecule Activators of BRCA1 Expression; MCF7-BRCA1-FFLuc reporter, luminescence, 48 h; response scale: scaled: vehicle 0%, 10 µM genistein 100%; Potency, µM (series often up to 46.1 µM), without a hit: at the top dose activation, most hits filed as activators; actives 1.1% (n = 380,000); also: potency is read from the fitted curve at half-maximal effect; nearly all actives have a fitted effect of over 80% in size; some results filed as inactive show a strong effect at the top dose
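Compounds are tested at multiple concentrations on MCF7 BRCA1-luciferase reporter cells seeded at 2000 per well; after 48 h, a single luminescence end-point is taken and curves fitted to the normalized data.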
ASM inhibitor – Inhibitors of Secretory Acid Sphingomyelinase (S-ASM): qHTS; Potency, µM (doses to about 57.5 µM), without a hit: at the highest dose activity change, negative = inhibition, usual class: inhibitors; actives 0.006% (n = 340,000); placental ASM, HMU-PC fluorogenic substrate, 60 min; Sphingomyelin phosphodiesterase (Homo sapiens), P17405; also: potency is read from the fitted curve at half-maximal effect
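Steps: dispense placental human ASM, pin compound, wait 10 min at room temperature, add HMU-PC0 substrate at 9 uM final, incubate 60 min at 37 °C, add stop solution raising pH to 10, read fluorescence.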
USP2a block – qHTS Assay for Inhibitors of Ubiquitin-specific Protease USP2a Using CHOP2 as the Reporter; Ubiquitin carboxyl-terminal hydrolase 2 (Homo sapiens), O75604; USP2 core, Ub-CHOP2 coupled fluorogenic reporter, 485/531; Potency, µM (highest dose often 38.3 µM), without a hit: at the highest dose activity change, negative = inhibition, hits mostly inhibitors; actives 0.01% (n = 330,000); AID 463254, 2010;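 also: potency is read from the fitted curve at half-maximal effect; plate controls were DMSO wells for no effect and full inhibition by NEM control for full effect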
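Deubiquitinase activity read as fluorescence (485/531 nm) after Ub-CHOP2 cleavage activates the enterokinase reporter on its substrate; USP2 core 10nM, Ub-CHOP2 and substrate 25nM each, 30min compound preincubation then 60min RT; data normalized to NEM, curves fitted.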
The depositor's hits bear a star; [ ] = remark or other dose. Unless noted, calls follow the shape of the dose curve; as a rule, active = well fitted curve in the direction sought with a large enough effect; inconclusive = small, poorly fitted or top-dose-only effect, or another doubt; inactive = no such curve, though single readings can be large; an effect the other way counts as inactive or inconclusive. Compounds as they come; about 2.6% have a hit in one of these screens.

CC(=O)Nc1ccc(S(=O)(=O)NC(C)C(=O)OCCOc2ccc(F)cc2)cc1 (stereo not given) was read as p53 reactivation 17%, TSG101-PTAP inh -4%, TRPV1 agonist 3, uPA generation 15%, Eya2 phos inh -3%, Integrin act MD 0%, B2AR arrestin -0.3%, ELG1 genotoxic 0%, BRCA1 expr act -30%, ASM inhibitor -2% and USP2a block 2%.
`Cc1cccc(NC(=S)N(CCN(C)C)C(C)c2cccnc2)c1` (stereo not given) gave p53 reactivation 3%, TSG101-PTAP inh 0%, TRPV1 agonist 2, uPA generation -7%, Eya2 phos inh 4%, Integrin act MD 14%, B2AR arrestin -0.2%, ELG1 genotoxic -9%, BRCA1 expr act -17%, ASM inhibitor 4% and USP2a block 0%.
`Cc1ccc(SCc2ccc(C(=O)Nc3nccs3)o2)cc1` gave p53 reactivation inconclusive, TSG101-PTAP inh 4%, TRPV1 agonist 3, uPA generation -6%, Eya2 phos inh 7%, Integrin act MD 24%, B2AR arrestin 0.0%, ELG1 genotoxic 8%, BRCA1 expr act inconclusive, ASM inhibitor inconclusive and USP2a block -1%.
Screening Cn1c(Cc2ccccc2)nnc1SCC(=O)c1ccc(Br)s1 returned p53 reactivation 5%, TSG101-PTAP inh -5%, TRPV1 agonist 5, uPA generation -7%, Eya2 phos inh 2%, Integrin act MD 10%, B2AR arrestin 0.8%, ELG1 genotoxic 1%, BRCA1 expr act 6%, ASM inhibitor 3% and USP2a block 1%.
For COc1ccc(Cl)cc1NC(=O)CN(C)C(=O)c1ccc2n[nH]nc2c1 the results were p53 reactivation -5%, TSG101-PTAP inh -2%, TRPV1 agonist -2, uPA generation 10%, Eya2 phos inh 18%, Integrin act MD 35%, B2AR arrestin 3.1%, ELG1 genotoxic -2%, BRCA1 expr act -5%, ASM inhibitor -2% and USP2a block 3%.
CCCCn1c(SCc2ccc(C(=O)OC)o2)nc2cc(S(N)(=O)=O)ccc21 was read as p53 reactivation -5%, TSG101-PTAP inh -3%, TRPV1 agonist 1, uPA generation -6%, Eya2 phos inh -10%, Integrin act MD -45%[inhibitor], B2AR arrestin 0.4%, ELG1 genotoxic -8%, BRCA1 expr act -53%, ASM inhibitor -4% and USP2a block -1%.
`CC(C)=CCc1c2c(c3occ(-c4ccc(O)cc4)c(=O)c3c1O)C=CC(C)(C)O2` gave p53 reactivation -4%, TSG101-PTAP inh -3%, TRPV1 agonist inconclusive, uPA generation -28%, Eya2 phos inh inconclusive, Integrin act MD -51%[inhibitor], B2AR arrestin -0.7%, ELG1 genotoxic 4%, BRCA1 expr act -85%[inhibitor], ASM inhibitor inconclusive and USP2a block -15%.
For COc1ccccc1-c1cn[nH]c1-c1ccc(OCc2ccccc2F)cc1O the results were p53 reactivation -12%, TSG101-PTAP inh 0%, TRPV1 agonist 0, uPA generation 4%, Eya2 phos inh 9%, Integrin act MD -43%, B2AR arrestin -0.5%, ELG1 genotoxic -1%, BRCA1 expr act -21%, ASM inhibitor -4% and USP2a block -7%.
Screening CCOC(=O)c1c(NC(=O)Cc2ccccc2)sc2c1CCN(C)C2 returned TSG101-PTAP inh -4%, TRPV1 agonist 4, uPA generation 9%, Eya2 phos inh inconclusive, Integrin act MD -10%, B2AR arrestin 0.2%, ELG1 genotoxic -1%, BRCA1 expr act -40%, ASM inhibitor 7% and USP2a block 0%.
For CCS(=O)(=O)c1ccc(O)c(NC(=O)Nc2ccc(C(C)(C)C)cc2)c1 the results were p53 reactivation 0%, TSG101-PTAP inh -3%, TRPV1 agonist 13, uPA generation 2%, Eya2 phos inh -13%, Integrin act MD -15%, B2AR arrestin 3.4%, ELG1 genotoxic -13%, BRCA1 expr act -45%, ASM inhibitor -8% and USP2a block 0%.
For O=C(NC1CCN(Cc2ccccc2)CC1)C1CCN(S(=O)(=O)c2ccc(Cl)cc2)CC1 the results were p53 reactivation -2%, TSG101-PTAP inh -6%, TRPV1 agonist 2, uPA generation 7%, Eya2 phos inh -8%, Integrin act MD -10%, B2AR arrestin -0.3%, ELG1 genotoxic -14%, BRCA1 expr act -22%, ASM inhibitor -3% and USP2a block 0%.
N#Cc1cc(Oc2ccccc2)c(-n2nnc3ccccc32)cc1C#N was read as p53 reactivation 10%, TSG101-PTAP inh -5%, TRPV1 agonist -3, uPA generation -5%, Eya2 phos inh -8%, Integrin act MD 0%, B2AR arrestin -0.7%, ELG1 genotoxic 13%, BRCA1 expr act 2%, ASM inhibitor -2% and USP2a block -1%.
For Cc1cc(C)cc(C(=O)OCC(=O)NCC(F)(F)F)c1 the results were p53 reactivation 0%, TSG101-PTAP inh 2%, TRPV1 agonist 2, uPA generation -1%, Eya2 phos inh 3%, Integrin act MD 10%, B2AR arrestin -0.1%, ELG1 genotoxic 0%, BRCA1 expr act -31%, ASM inhibitor -1% and USP2a block 0%.
For COc1ccc2[nH]c3c(c2c1)CCN1C(=O)C(CC(=O)NCc2cccc(C(F)(F)F)c2)C[C@H](C(=O)N2CCOCC2)[C@@]31C (stereo not given in full) the results were p53 reactivation -2%, TSG101-PTAP inh -10%, uPA generation -5%, Eya2 phos inh 2%, Integrin act MD 0%, B2AR arrestin -0.3%, ELG1 genotoxic 2%, BRCA1 expr act 4%, ASM inhibitor 4% and USP2a block 0%.
Screening O=C(Cc1ccc(S(=O)(=O)N2CCCC2)s1)N1CCN(c2ccccc2)CC1 returned p53 reactivation -3%, TSG101-PTAP inh 1%, TRPV1 agonist 1, uPA generation -3%, Eya2 phos inh -2%, Integrin act MD -5%, B2AR arrestin 0.1%, ELG1 genotoxic -5%, BRCA1 expr act -1%, ASM inhibitor -2% and USP2a block 2%.
COc1ncccc1C(=O)N1CCCC(C(=O)c2cccc(OC(C)C)c2)C1 (stereo not given) was read as p53 reactivation -2%, TSG101-PTAP inh 1%, TRPV1 agonist 2, uPA generation 0%, Eya2 phos inh 0%, Integrin act MD -38%, B2AR arrestin 0.0%, ELG1 genotoxic -5%, BRCA1 expr act -10%, ASM inhibitor -5% and USP2a block 8%.
`Cc1cc([N+](=O)[O-])nn1CC(=O)N/N=C/c1ccccc1F` gave p53 reactivation 2%, TSG101-PTAP inh -1%, TRPV1 agonist 0, uPA generation -5%, Eya2 phos inh -11%, Integrin act MD -10%, B2AR arrestin -0.1%, ELG1 genotoxic 0%, BRCA1 expr act -9%, ASM inhibitor -2% and USP2a block 2%.
For O=C(CC(NC(=O)c1ccccc1)c1ccccc1)NCc1ccccc1 (stereo not given) the results were p53 reactivation inconclusive, TSG101-PTAP inh 1%, uPA generation -2%, Eya2 phos inh 2%, Integrin act MD 0%, B2AR arrestin 0.2%, ELG1 genotoxic 0%, BRCA1 expr act -1%, ASM inhibitor -1% and USP2a block -2%.
Fc1ccc(-c2cc3nc(-c4ccccc4)cc(N4CCN(CCN5CCOCC5)CC4)n3n2)cc1 was read as p53 reactivation -2%, TSG101-PTAP inh -4%, TRPV1 agonist 0, uPA generation 9%, Eya2 phos inh -10%, Integrin act MD -2%, B2AR arrestin 0.3%, ELG1 genotoxic -16%, BRCA1 expr act -5%, ASM inhibitor 300%[activator] and USP2a block -1%.
Screening c1cncc(-c2csc(-c3cccnc3)n2)c1 returned p53 reactivation 10%, TSG101-PTAP inh -3%, TRPV1 agonist 1, uPA generation -26%, Eya2 phos inh -4%, Integrin act MD -1%, B2AR arrestin -0.4%, ELG1 genotoxic -9%, BRCA1 expr act 15%, ASM inhibitor 1% and USP2a block 3%.
`Cc1c(C(=O)OCc2nc3scc(-c4ccccc4)c3c(=O)[nH]2)cccc1[N+](=O)[O-]` gave p53 reactivation 6%, TSG101-PTAP inh -1%, TRPV1 agonist 1, uPA generation -4%, Eya2 phos inh 0%, Integrin act MD 25%, B2AR arrestin 0.5%, ELG1 genotoxic -5%, BRCA1 expr act -15%, ASM inhibitor -10% and USP2a block -3%.

Bioassay records deposited in PubChem by National Center for Advancing Translational Sciences (NCATS).
